RBX1-CUL1 inh = inhibitors of human ROC1-CUL1 ubiquitin ligase activity. P62877+Q13616. in vitro K48 di-Ub FRET, acceptor:donor ratio, 45 min. inhibition, % at 10 µM. hit rate 0.6% among 140,000. AID 1347404; in the data active means inhibition above about 25%
Target sequence (P62877 whole entry, looked up): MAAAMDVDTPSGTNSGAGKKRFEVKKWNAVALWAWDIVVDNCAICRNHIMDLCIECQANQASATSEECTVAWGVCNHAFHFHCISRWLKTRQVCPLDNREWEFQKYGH
Target sequence (Q13616 whole entry, looked up): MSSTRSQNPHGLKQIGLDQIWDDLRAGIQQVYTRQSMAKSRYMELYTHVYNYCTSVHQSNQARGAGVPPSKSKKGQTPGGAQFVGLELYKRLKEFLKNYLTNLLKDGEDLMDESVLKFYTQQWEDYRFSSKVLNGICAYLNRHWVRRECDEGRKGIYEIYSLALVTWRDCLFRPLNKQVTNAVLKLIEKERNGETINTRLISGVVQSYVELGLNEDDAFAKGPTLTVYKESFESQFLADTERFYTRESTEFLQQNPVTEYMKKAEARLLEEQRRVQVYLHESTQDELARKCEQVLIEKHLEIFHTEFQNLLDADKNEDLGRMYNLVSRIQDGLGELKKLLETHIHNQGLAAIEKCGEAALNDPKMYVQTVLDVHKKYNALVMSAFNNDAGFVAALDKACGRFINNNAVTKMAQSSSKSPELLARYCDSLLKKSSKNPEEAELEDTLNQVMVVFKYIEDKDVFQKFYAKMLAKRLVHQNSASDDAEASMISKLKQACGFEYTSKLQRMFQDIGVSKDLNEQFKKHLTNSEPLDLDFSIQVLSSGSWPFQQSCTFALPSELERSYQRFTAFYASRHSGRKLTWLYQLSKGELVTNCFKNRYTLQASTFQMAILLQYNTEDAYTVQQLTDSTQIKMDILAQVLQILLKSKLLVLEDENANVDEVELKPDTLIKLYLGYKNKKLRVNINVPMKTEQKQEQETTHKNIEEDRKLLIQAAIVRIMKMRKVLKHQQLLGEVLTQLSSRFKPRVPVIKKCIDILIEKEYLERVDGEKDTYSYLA
* marks the source's active call; other numbers are inactive results; & = joins results of further samples.

mol,RBX1-CUL1 inh
CC(=O)N1CCC(N2CCCC(CCc3cccc(F)c3)C2)CC1 (stereo not given),3
CC(C)c1nc(C(=O)N2CCOc3ccc(CN4CCN(c5ccc(F)cc5)CC4)cc3C2)cs1,-2
NC(=O)c1ccc(C2CCCN2C(=O)CSc2ccccc2)s1 (stereo not given),7
O=C1CCC(c2ccc(NC(=O)CCC(=O)Oc3ccccc3)cc2)=NN1,-1
COc1cc(/C=C(/C#N)C(N)=S)ccc1OCCN1CCOCC1,-3
N#Cc1c(SCC(=O)N2CCc3ccccc3C2)nsc1SCC(=O)N1CCc2ccccc2C1,4
CCc1ccc2oc(-c3ccc(NC(=O)c4cccc(Cl)c4Cl)cc3)nc2c1,-1&-1
O=C(Nc1ccccc1)C1CCC1,-4
Cc1ccc(CSCC(=O)N2CCC(Cc3ccccc3)CC2)cc1,5
COc1ccc(C2C(=O)c3ccccc3C2=Nc2ccc(C)c(C)c2)cc1 (stereo not given),4
Cc1ccc(NS(=O)(=O)c2ccc3c(c2)N(C)C(=O)CC(=O)N3C)cc1Cl,-6
S=c1[nH]nc(-c2ccccc2)n1/N=C/c1ccc2ccccc2c1,-2
Cc1ccccc1OCC(=O)N/N=C\c1ccc(Sc2ccccn2)o1,-6
Cc1ccc(Cl)cc1NC(=O)Cn1nc2c(cc1=O)CC(C)CC2 (stereo not given),3
CC(NC(=O)c1nn2c(C(F)(F)F)cc(-c3ccc(Br)cc3)nc2c1Br)c1ccccc1 (stereo not given),-4
CC1=C(C#N)C(c2ccccc2F)C2=C(c3ccccc3C2=O)N1C (stereo not given),-11
Cn1c(=NCc2ccccc2)ccc2ccccc21,-2
CCCNC(=O)c1ccc(-c2nc(CS(=O)(=O)c3ccc(C)cc3)c(C)o2)cc1,-9
O=C(NC(Cc1ccccc1)C(=O)NCCOc1ccc(Cl)cc1)c1ccccc1 (stereo not given),-5
CCc1ccc(CNc2ccc(C(=O)O)cc2)cc1,-6
COC(=O)CN1CCN(c2cccc(Cl)c2)CC1,8
CCCCCCOc1ccc(C=Nc2ccc(C(=O)OCC)cc2)cc1,3
Cc1cccc(C)c1Oc1ncccc1CNC(=O)CCn1nccc1C,-3
COc1ccccc1CNC(=O)CCS(=O)(=O)c1ccc2c(c1)oc(=O)n2C,11
CC(C)OC(=O)c1c(-c2ccc3ccccc3c2)csc1NC(=O)C1CCCO1 (stereo not given),-3
CCC(CO)N=C1CCCc2c1[nH]c1ccc(C)cc21 (stereo not given),2
Cc1ccc(C(=O)Oc2ccc3c(=O)c(Oc4cccc(C)c4)c(C(F)(F)F)oc3c2)cc1,1
Cc1ccc(C2=NC(C(F)(F)F)(C(F)(F)F)N=C(c3cccs3)N2)cc1,-2
Cc1ccc(C2CC(=O)Nc3cc4c(cc32)OCCO4)cc1 (stereo not given),3
COc1ccc(C)cc1NC(=O)c1nnn(CC(=O)Nc2c(C)cccc2C)c1N,2
O=C(N/N=C/c1c2ccccc2cc2ccccc12)C(O)c1ccccc1 (stereo not given),-1
CCOc1ccc(NC(=O)Cn2c(=O)n(CC(=O)NCCc3ccccc3)c(=O)c3sccc32)cc1,5
COc1ccc(-c2nc(C(F)(F)F)[nH]c2-c2nccn2C)cc1,5
COc1ccccc1N1CCN(c2nc3c(c(=O)[nH]2)CCCC3)CC1,-7
CC(C)c1ccc(C(C2C(=O)CC(C)(C)CC2=O)C2C(=O)CC(C)(C)CC2=O)cc1,3
Cc1c(C(=O)NCCN2CCOCC2)cnn1-c1ncc2c(n1)-c1ccccc1SC2,4
CC(C)(C)C(N)CCc1ccc(Cl)cc1Cl (stereo not given),8
CC(C)CNc1nc2c(c(=O)n(C)c(=O)n2C)n1Cc1ccccc1,9
CCOc1ccc2nc(SCC(=O)Nc3ccccc3Br)sc2c1,-1
O=C(CC(c1ccccc1)c1ccccc1)NCc1cccnc1,7
NC(=O)NC(=O)CSc1nnnn1-c1ccccc1,0
COc1ccc(NC(=O)CN(c2ccc(OC)c(OC)c2)S(C)(=O)=O)cc1Cl,9
Cc1ccc(NC(=O)C2CCCN(S(=O)(=O)c3cccc4cccnc34)C2)c(Br)c1 (stereo not given),4
CCS/C(N=C1SC(=Nc2ccccc2)C(=Nc2ccccc2)N1c1ccccc1)=N\N=C\c1ccccc1,4
O=C(NCc1ccccc1)c1ccccc1CO,-7
COc1cc(C(c2c(C)[nH][nH]c2=O)c2c(C)[nH][nH]c2=O)ccc1OC(=O)c1ccccc1OC,-1
COc1ccc(C(=O)Nc2cccc(C)c2)cc1,5
C=CCOc1ccccc1NC(=O)c1ccncc1,-2
COc1cc(C(=O)NNC(=O)C2C(C=C(Cl)Cl)C2(C)C)cc(OC)c1OC (stereo not given),8
CC(C)(C)c1csc(SCC(=O)Nc2ccccc2N2CCOCC2)n1,4
CCOC1(OCC)OC(c2ccccc2)=C(C#N)C(c2ccccc2)C1(OCC)OCC (stereo not given),-4
CSc1ccccc1NC(=O)N1CCCC(CNC(=O)c2cc(C)on2)C1 (stereo not given),5
CC1CCC(C(=O)NC(C(=O)OCC(=O)c2ccc(Br)cc2)C(C)C)CC1 (stereo not given),-2
COc1ccccc1OCC(=O)NNC(=O)[C@@H]1CCCC[C@@H]1C(=O)O,-8
CCN(CC)S(=O)(=O)Cc1cccc(Cl)c1,3
CCC(C)NC(=O)C1CC(=O)N(c2ccc(Cl)cc2)C1 (stereo not given),-3
CCn1cc(/C=C/C(=O)c2cn(CC)nc2C)c(C)n1,13
O=C(CN1C(=O)CCSc2ccc(S(=O)(=O)N3CCCC3)cc21)Nc1ccccc1Cl,3
O=C(CN1C(=O)c2cccc3cccc(c23)C1=O)NCC1CCCO1 (stereo not given),-1
CCOC(=O)c1cc([N+](=O)[O-])c(CN(CC(=O)OC)C(C)=O)n1C,-9

The list goes on.
mol,RBX1-CUL1 inh
O=C(COC(=O)c1ccc(C(O)c2ccccc2)cc1)c1ccccc1 (stereo not given),32*
COc1cc(C)ccc1OCc1nc(C(=O)NCc2ccccn2)co1,1
O=[N+]([O-])c1ccc(N2CCN(S(=O)(=O)c3ccc(Cl)cc3)CC2)c2cccnc12,-5
Cc1ccc(-c2nc(-c3cc4cccc(OCc5cccc(F)c5)c4oc3=O)no2)cc1,-1
Cc1ccc(C2=Nc3ccccc3SC(c3cccs3)C2)cc1 (stereo not given),-8
Clc1cccc(-c2nn3c(-c4ccccn4)nnc3s2)c1,1
Cc1nn(-c2cc(N3CCCCC3)ccc2[N+](=O)[O-])c(=O)c2ccccc12,4
COc1ccc(-n2c(-c3ccc(Br)cc3)n[nH]c2=S)cc1,9
O=C(Nc1cc(OCC(F)(F)F)cc([N+](=O)[O-])c1)c1ccc(COc2cc(Cl)ccc2Cl)o1,-3
CCOC(=O)c1c(CNC2CCCCC2)oc2ccc(OC)cc12,0
Cc1cccc(C(=O)N2N=C(C(F)(F)F)CC2(O)C(F)(F)F)c1 (stereo not given),-3
O=S1(=O)C(Br)(c2ccccc2)c2ccccc2C1(Br)c1ccccc1 (stereo not given),-11
COC(=O)c1ccc(C(=O)N2CCc3onc(-c4ccccc4F)c3C2)nc1,-7
CC(C)c1nn2c(=O)cc(COC(=O)c3ccc(NC(=O)c4ccccc4Cl)cc3)nc2s1,0
Cc1ccc(CNC2CCCc3nc(N4CCC(CO)CC4)ncc32)s1 (stereo not given),0
CCOC(=O)c1ccc(N2C(=O)c3n[nH]c(-c4cccs4)c3C2c2ccc(C(C)(C)C)cc2)cc1 (stereo not given),0
Cc1cc(C)c2nc(Cl)c(CO)cc2c1,3
CN(C)S(=O)(=O)N1CCC(C(=O)Nc2cccc(F)c2)CC1,5
Cc1cc(C)c2c(c1C(=O)Nc1ccc(F)cc1)CC(C)(C)C2=O,-15
COc1ccc(C)cc1N(CC(=O)Nc1ccc(S(=O)(=O)N2CCCCC2)cc1)S(C)(=O)=O,7
O=C(c1ccc(Cl)cc1)N1CCC(C(=O)N2CCCc3ccccc32)CC1,20
COc1ccccc1NS(=O)(=O)Cc1ccccc1C,10
COc1ccccc1N1CCN(C(=O)Nc2cc(C)ccc2C)CC1,1
Cc1ccc(-c2noc(-c3ccc(N4CCC(C)CC4)c([N+](=O)[O-])c3)n2)cc1,8
O=c1cc(N2CCOCC2)cnn1Cc1nnc(-c2cccnc2)o1,9
CCCC(C(=O)Nc1cc(C)c(Cl)cc1OC)N1Cc2ccccc2C1=O (stereo not given),1
COc1ccc(C2C3C(=O)CC(C)(C)CC3=Nc3ccccc3N2C(=O)C(F)(F)F)cc1OC (stereo not given),-3
COC(=O)c1cc2oc(C)cc2n1Cc1ccccc1Cl,0
Cc1ccccc1-c1nc(CS(=O)(=O)CC(=O)NCc2cccc(Cl)c2)c(C)o1,4
O=C(Nc1ccc2nn(-c3ccccc3)nc2c1)c1ccc(-c2ccc(Cl)cc2Cl)o1,-12

(next part)
| mol | RBX1-CUL1 inh |
| --- | --- |
| COc1ccc(NC(=O)c2sc3nc4n(c(=O)c3c2C)CCC4)c(OC)c1 | -1 |
| COc1ccc(/C=C2\N=C(n3cncn3)N(c3ccccc3)C2=O)cc1 | 1 |
| COc1ccc(CCNC(=O)c2ccc3c(c2)N(Cc2ccccc2F)C(=O)c2ccccc2S3=O)cc1OC (stereo not given) | 1 |
| S=C(N/N=C1\CCCc2c1[nH]c1ccc(Br)cc21)Nc1ccccc1 | -2 |
| COc1ccc(OC)c(CCNC(=O)c2cc3c(=O)n(C)c4ccccc4c3n2C)c1 | -8 |
| CCN(CCCNC(=O)Cn1ncc2c3ccccc3n(C)c2c1=O)c1cccc(C)c1 | -5 |
| Cc1ccc(N2CCC(C3CCN(c4ncccn4)CC3)C2)nc1 (stereo not given) | -6 |
| CC(C)c1ccc(OCC(=O)Nc2cccc3c2CCCC3)c(Br)c1 | 8 |
| COc1ccc(OC)c(N2C(=O)NC(=O)/C(=C/c3cc(OC)c(OC)cc3OC)C2=O)c1 | 5 |
| Cc1oc(-c2ccccc2F)nc1CSCC(=O)N1CCN(c2ccccc2)CC1 | 1 |

Another view of 20 compounds above:
RBX1-CUL1 inh,Structure
20,O=C(c1ccc(Cl)cc1)N1CCC(C(=O)N2CCCc3ccccc32)CC1
10,COc1ccccc1NS(=O)(=O)Cc1ccccc1C
1,COc1ccccc1N1CCN(C(=O)Nc2cc(C)ccc2C)CC1
8,Cc1ccc(-c2noc(-c3ccc(N4CCC(C)CC4)c([N+](=O)[O-])c3)n2)cc1
9,O=c1cc(N2CCOCC2)cnn1Cc1nnc(-c2cccnc2)o1
1,CCCC(C(=O)Nc1cc(C)c(Cl)cc1OC)N1Cc2ccccc2C1=O (stereo not given)
-3,COc1ccc(C2C3C(=O)CC(C)(C)CC3=Nc3ccccc3N2C(=O)C(F)(F)F)cc1OC (stereo not given)
0,COC(=O)c1cc2oc(C)cc2n1Cc1ccccc1Cl
4,Cc1ccccc1-c1nc(CS(=O)(=O)CC(=O)NCc2cccc(Cl)c2)c(C)o1
-12,O=C(Nc1ccc2nn(-c3ccccc3)nc2c1)c1ccc(-c2ccc(Cl)cc2Cl)o1
-1,COc1ccc(NC(=O)c2sc3nc4n(c(=O)c3c2C)CCC4)c(OC)c1
1,COc1ccc(/C=C2\N=C(n3cncn3)N(c3ccccc3)C2=O)cc1
1,COc1ccc(CCNC(=O)c2ccc3c(c2)N(Cc2ccccc2F)C(=O)c2ccccc2S3=O)cc1OC (stereo not given)
-2,S=C(N/N=C1\CCCc2c1[nH]c1ccc(Br)cc21)Nc1ccccc1
-8,COc1ccc(OC)c(CCNC(=O)c2cc3c(=O)n(C)c4ccccc4c3n2C)c1
-5,CCN(CCCNC(=O)Cn1ncc2c3ccccc3n(C)c2c1=O)c1cccc(C)c1
-6,Cc1ccc(N2CCC(C3CCN(c4ncccn4)CC3)C2)nc1 (stereo not given)
8,CC(C)c1ccc(OCC(=O)Nc2cccc3c2CCCC3)c(Br)c1
5,COc1ccc(OC)c(N2C(=O)NC(=O)/C(=C/c3cc(OC)c(OC)cc3OC)C2=O)c1
1,Cc1oc(-c2ccccc2F)nc1CSCC(=O)N1CCN(c2ccccc2)CC1

Part of the list above, field by field.
compound: COc1ccc(/C=C2\N=C(n3cncn3)N(c3ccccc3)C2=O)cc1
- RBX1-CUL1 inh = 1

compound: COc1ccc(CCNC(=O)c2ccc3c(c2)N(Cc2ccccc2F)C(=O)c2ccccc2S3=O)cc1OC (stereo not given)
- RBX1-CUL1 inh = 1

(next part)
| mol | RBX1-CUL1 inh |
| --- | --- |
| Cc1c(C)n(C)c2ccc(C(=O)Nc3ccc(C(N)=O)cc3)cc12 | -4 |
| COc1ccc(C)cc1NC(=O)Cn1cc(S(=O)(=O)N2CCC(C)CC2)c2ccccc2c1=O | -2 |
| Cc1cc(=O)n2nc(N3CCC(C(=O)Nc4c(C)cccc4C)CC3)sc2n1 | -10 |
| CC12CCC(C(=O)N(CC#N)CC#N)(OC1=O)C2(C)C (stereo not given) | 2 |
| COC(=O)c1ccc(NC(=S)NC(=O)/C=C/c2ccc(F)cc2)cc1 | -3 |
| O=C(CCC1(Cc2ccccc2)CCC(=O)N1)NCc1cnn(-c2ccccc2)n1 (stereo not given) | -6 |
| COc1ccc(C(=O)NCCC(C)C)cc1 | 2 |
| O=C(Nc1nc(-c2ccc(S(=O)(=O)N3CCCC3)cc2)cs1)c1ccco1 | -4 |
| CN(C)c1ccc(C(c2ccccc2)c2ccc(N(C)C)cc2Cl)c(Cl)c1 | -7 |
| CCc1noc(C)c1C(=O)Nc1ccccc1SC | 8 |
| Cc1ccccc1CN1C(=O)C(=O)c2ccccc21 | -5 |
| COCc1nc2ccccc2n1Cc1ccc(C(C)(C)C)cc1 | -1&1 |
| O=C(C1CCN(c2nc3nonc3nc2NCc2ccccc2)CC1)N1CCCC1 | 3 |
| CN(C)/C=C/c1nnnn1-c1ccc(Cl)c(Cl)c1 | 4 |
| CCC(=O)NS(=O)(=O)c1cc(Nc2cccc(Cl)c2Cl)ccn1 | 2 |
| CC1(C)Cc2c(c(N3CCOCC3)nc3sc(C(=O)Nc4ccc(Cl)cc4)c(N)c23)CO1 | -1 |
| COc1ccc(Cl)cc1NC(=O)c1c(NCc2cccs2)sc2c1CCC(C)C2 (stereo not given) | -2 |
| CCC1CCCCN1C(=O)c1coc(COc2ccc(OC)cc2)n1 (stereo not given) | -3 |
| Cc1nc(N2CCCC2)c2c(C(=O)Nc3cccc(C)c3C)c(C)oc2n1 | 5 |
| CCC(C)NS(=O)(=O)c1ccc(OC(F)(F)F)cc1 (stereo not given) | -1 |
| CCOC(=O)c1ccccc1NC(=O)c1sc2nc(-c3ccc(F)cc3)cn2c1C | 0 |

Some of the compounds tested; the hit share may differ from the screen's.
